AID inh: blocks human AID cytidine deaminase activity; AID deamination FRET fluorescence, UDG-coupled, 4 h; Potency, µM (doses to about 115 µM), for the others: top-dose activity change, negative = inhibition, usual class: inhibitors; actives 0.32% (n = 91,000); further: nearly all actives have a fitted effect of over 25% in size
Target sequence (Q9GZX7 whole entry, looked up): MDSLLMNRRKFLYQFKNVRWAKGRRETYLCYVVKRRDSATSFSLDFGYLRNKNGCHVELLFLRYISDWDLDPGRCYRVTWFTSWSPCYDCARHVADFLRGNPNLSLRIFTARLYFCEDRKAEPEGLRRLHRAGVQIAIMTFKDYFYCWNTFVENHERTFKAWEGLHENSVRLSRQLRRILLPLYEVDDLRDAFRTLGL
UDG counterscr: UDG inhibition counter-screen; Potency, µM (highest dose often 115 µM), without a hit: at the highest dose activity change, negative = inhibition, hits mostly inhibitors; FRET deamination/UDG coupled assay, UDG read, 4 h; AID 1347430; actives 0.14% (n = 91,000); further: nearly all actives have a fitted effect of over 65% in size
* marks the source's active call; other numbers are inactive results; ? = inconclusive; [ ] = remark or other dose. The call rests on the fitted dose curve; in most records, active means well fitted curve in the direction sought with a large enough effect; inconclusive means small, poorly fitted or top-dose-only effect, or another doubt; inactive means no such curve, though single readings can be large; an effect the other way counts as inactive or inconclusive. On the % scale 0 is the no-effect control and ±100 the full control effect; potency means the concentration at half of the fitted maximal effect. Only part of the results is shown; count on the stated rates, not on these rows.

SMILES	AID inh	UDG counterscr
COc1cccc(CNCCCSc2nnnn2C)c1	-1%	-6%
Cc1ccccc1-c1nc2cc(NC(=O)C(C)C)ccc2o1	-3%	-2%
CCN1CCN(c2oc(-c3ccc(S(=O)(=O)N4CCOCC4)cc3)nc2C#N)CC1	-6%	-9%
COc1ccc(C)cc1Nc1cc(C)nc(C)n1	13%	8%
CNC1[C@@H]2CC3C[C@H]1CC(O)(C3)C2 (stereo partly drawn)	7%	5%
Cc1ccc(CN2C(=O)c3ccccc3Sc3ccc(C(=O)NCc4ccco4)cc32)cc1	8%	-6%
COc1ccc(C2c3c(n(C)c4ccccc34)C(=O)N2CC(=O)Nc2cccc(Cl)c2C)cc1 (stereo not drawn)	2%	33%[activator]
COc1ccc(C(=O)NCC(c2ccc3c(c2)OCO3)N2CCN(c3ccccc3F)CC2)cc1 (stereo not drawn)	-28%	-6%
O=C(CSc1nnc2ccc(-c3ccncc3)nn12)N1CCN(c2ccccc2)CC1	-20%	9%
CC(C)COc1ccc(/C=C(\C#N)C(=O)Nc2ccccc2C(=O)O)cc1	?	15%
CCCn1cc(S(=O)(=O)c2ccccc2)c(=O)c2cc(F)c(N3CCCCC3)cc21	?	9%
O=C(O)c1cc(-c2ccc(C(F)(F)F)cc2)nc2n[nH]c(-c3ccccc3)c12	?	8%
CCOC(=O)c1c(C)[nH]c(CCC(=O)Nc2ccccc2C(F)(F)F)c1C	-16%	-5%[57.5 µM]
Cc1csc(C(C#N)C(=O)CN2CCCCCC2)n1 (stereo not drawn)	-3%	-3%
CCOc1ccccc1C(=O)Nc1c(NCc2ccccc2)c2ccccc2oc1=O	-6%	2%
NC(=O)NC(=O)CSc1nc(-c2ccccc2)c(-c2ccccc2)o1	2%	-1%
Cc1ccc(NS(=O)(=O)c2ccc(C(=O)OCC(=O)c3ccc[nH]3)cc2)cc1	19%	7%
CCn1c(SCC(=O)c2ccc(Br)s2)nnc1-c1ccccc1OC	-1%	-7%
CCN(C(=O)Cn1cnc2c1c(=O)n(C)c(=O)n2C)C1CCCCC1	-13%	-12%
CSc1ccccc1C(=O)Nc1c(C)cccc1C(C)C	-10%	-7%
COc1ccc(CNC(=O)c2sc(NC(C)C)nc2C)cc1	1%	3%
CC(Sc1ccc(Cl)cc1)c1nc(-c2ccco2)no1 (stereo not drawn)	-2%	-2%
Cc1nnc(SCC(=O)Nc2ccc(N(C)C)cc2)[nH]c1=O	2%	7%
CCc1ccccc1NC(=O)Nc1cc(C(=O)NCc2cccc(F)c2)ccc1N1CCCC1	5%	14%
CCOc1cccc2cc(S(=O)(=O)c3ccc(Cl)cc3)c(=O)oc12	-1%	-7%
Cc1cc(N2CCC(C)CC2)nc(NCc2ccccc2)n1	-24%	-7%
O=Cc1ccc(OCc2ccc(Cl)c(Cl)c2)cc1	-14%	1%
Cc1ccc2c(COC(=O)C3CCC(C(C)(C)C)CC3)cc(=O)oc2c1C (stereo not drawn)	-1%	3%
Cc1noc(Cn2c(=O)c3ccccc3n(CC(=O)Nc3ccccc3C(F)(F)F)c2=O)n1	-9%	9%
CCc1ccc2c(c1)c(=O)c(C(=O)c1ccc(C)cc1)cn2CC(=O)Nc1ccccc1C	11%	-2%

A second format for part of the listing above.
Sequence of screens: AID inh | UDG counterscr
- Cc1csc(C(C#N)C(=O)CN2CCCCCC2)n1 (stereo not drawn)
→ -3% | -3%
- CCOc1ccccc1C(=O)Nc1c(NCc2ccccc2)c2ccccc2oc1=O
→ -6% | 2%

(listing goes on)
SMILES	AID inh	UDG counterscr
Cc1n[nH]c(C)c1S(=O)(=O)Nc1ncn(Cc2ccccc2F)n1	6%	-5%
O=S(=O)(Cc1ccccc1)CC1CC1(Cl)Cl (stereo not drawn)	-4%	5%
Cc1ccc(-c2nc3ccccc3n3c(-c4ccccc4)c4c(=O)n(C)c(=O)n(C)c4c23)cc1	45%[activator][57.5 µM]	2%[57.5 µM]
CC(C)CCn1c(=O)c2sccc2n2c(CCCC(=O)NC(C)C)nnc12	2%	-2%
CN(CC(=O)Nc1ccc(F)cc1F)S(=O)(=O)c1ccc(C(=O)N2CCOCC2)s1	1%	5%
COc1cc(OC)cc(C(=O)Nc2ccc3c(c2)CCCN3C(=O)c2cccs2)c1	-23%	-12%
COc1ccc(-c2onc(C)c2C)cc1S(=O)(=O)NCC1CCN(Cc2cc(C)ccc2C)CC1	-24%	40%[activator]
CC(C)c1ccc(OCC(=O)Nc2cc(-c3ccccc3)no2)cc1	6%	-7%
CC(C)c1ccccc1NC(=O)COC(=O)c1cc(=O)c2ccccc2o1	0%	1%
Cc1cccc(-c2noc(-c3cccnc3NCc3ccccc3Cl)n2)c1	1%	17%
COc1cccc(OC)c1C(=O)OCc1ccccc1C#N	-16%	-13%
COc1cccc(CNC(=O)CSc2c3c(nc4cc(Cl)ccc24)CCCC3)c1	?	-9%
CC(CC(=O)NNC(=O)CC1CCCCC1)CC(=O)Nc1cccc(Br)c1 (stereo not drawn)	-1%	-7%
COc1ccc(C)cc1C(=O)NCCc1c[nH]c2ccccc12	-4%	-6%
CCN(C1CC1)S(=O)(=O)c1cccc2cc(C)cnc12	0%	5%
Cc1ccc(Cl)cc1N(C)C(=O)c1sc2nc3n(c(=O)c2c1C)CCCC3	?	-7%
CCNc1nc2c(c(=O)[nH]c(=O)n2C)n1CC(O)COc1ccc(Cl)cc1Cl (stereo not drawn)	1%	-13%
CCOC(=O)c1ccccc1NC(=O)NC(C)c1c(-n2cccc2)sc(C)c1C (stereo not drawn)	4%	-11%
CCOc1ccc(NC(=O)CN(C)S(=O)(=O)c2ccc3[nH]c4c(c3c2)CCCC4)cc1	-14%	-26%[57.5 µM]
CCCCc1ccc(N/C(N)=N/c2nc(C)cc(C)n2)cc1	-23%	-3%

Among those listed so far, 2 contain bromine.
SMILES	AID inh	UDG counterscr
CCn1c(SCC(=O)c2ccc(Br)s2)nnc1-c1ccccc1OC	-1%	-7%
CC(CC(=O)NNC(=O)CC1CCCCC1)CC(=O)Nc1cccc(Br)c1 (stereo not drawn)	-1%	-7%

The listing picks up, repeating the three entries before the break.
SMILES	AID inh	UDG counterscr
CCOC(=O)c1ccccc1NC(=O)NC(C)c1c(-n2cccc2)sc(C)c1C (stereo not drawn)	4%	-11%
CCOc1ccc(NC(=O)CN(C)S(=O)(=O)c2ccc3[nH]c4c(c3c2)CCCC4)cc1	-14%	-26%[57.5 µM]
CCCCc1ccc(N/C(N)=N/c2nc(C)cc(C)n2)cc1	-23%	-3%
CSc1ccc(CNC(=O)c2cc3cc(S(=O)(=O)N4CCCCC4)ccc3n2C)cc1	-12%	-3%
Cc1ccc(S(=O)(=O)Nc2cccc(NC(N)=O)c2)cc1Cl	0%	-3%
COc1ccc(NC(=O)CCSc2nc(-c3ccco3)cc(C(F)(F)F)n2)c(OC)c1	-10%	-4%
CCn1c(CN2CCOCC2)nc2cc(NC(=O)c3cccc([N+](=O)[O-])c3)ccc21	11%	5%
CN(C)/C=C\C(=O)c1cccc([N+](=O)[O-])c1	4%	-4%
CCN1CCN(CC2CCCN2)CC1 (stereo not drawn)	0%	-9%
CCCCNC(=O)c1ccc(NC(=O)c2ccccc2C)cc1	1%	1%
COC(=O)c1ccc(/C=N/OCc2ccc(C#N)cc2)cc1	-3%	-8%
CCN(CC)S(=O)(=O)c1ccc2c(c1)N(CC(=O)NCCCN1CCN(c3cc(C)ccc3C)CC1)C(=O)CO2	-4%	-3%
CCN(c1ccccc1)S(=O)(=O)c1ccc(NC(=O)c2cc(=O)c3ccccc3o2)cc1	-10%	-7%
COCCn1c(C(=O)NCc2cccnc2)nc2ccccc2c1=O	3%	-1%
O=S(=O)(NCCO)c1ccc(Cl)c(Cl)c1	-5%	0%
CCOCCCn1c(SCC(=O)Nc2cccc(OC)c2)nc2ccccc2c1=O	?	-15%
Cc1ccccc1CNC(=O)c1cc2c(s1)CCCC2	-6%	-10%
Cc1ccc(-c2nnn3c2nc(NCCc2ccc(Cl)cc2)c2ccccc23)cc1	4%	-7%
O=C(Cn1c(=O)nc2n1C(=O)N(c1ccccc1)C2)NCc1ccccc1	5%	5%
CCc1ccc(C(=O)c2sc(Nc3cccc(SC)c3)nc2N)cc1	-21%	-3%
Cc1cccc(-n2ncc(C(=O)NCc3ccccn3)c2C2CCN(C(=O)OC(C)(C)C)CC2)c1	-33%	-8%
O=C(N[C@@H]1C[C@H]2CC[C@@H]1C2)c1c(Cl)cccc1Cl	-3%	8%
COc1ccc(Cl)cc1NC(=O)N1CCC(CN2CCCCCC2)CC1	-17%	-8%

One compound at a time, as listed above. Values in the order: AID inh	UDG counterscr
`COc1ccc(Cl)cc1NC(=O)N1CCC(CN2CCCCCC2)CC1` is entered as -17%	-8%
`Cc1cccc(-n2ncc(C(=O)NCc3ccccn3)c2C2CCN(C(=O)OC(C)(C)C)CC2)c1` is entered as -33%	-8%
`O=C(Cn1c(=O)nc2n1C(=O)N(c1ccccc1)C2)NCc1ccccc1` is entered as 5%	5%
`CCc1ccc(C(=O)c2sc(Nc3cccc(SC)c3)nc2N)cc1` is entered as -21%	-3%
`Cc1ccccc1CNC(=O)c1cc2c(s1)CCCC2` is entered as -6%	-10%

Other structures
SMILES	AID inh	UDG counterscr
Nc1ccc2c(c1)CCC(=O)N2	18%	-7%
O=C(NC1CCCCCC1)c1cc(-c2cccc(Br)c2)nc2ccccc12	-9%	5%
COc1ccc(OC)c(-c2csc(-c3c(N)c(C(=O)c4ccc(Cl)cc4)n4ccccc34)n2)c1	-2%	14%
COc1ccc2cc(C(=O)N3CCN(S(=O)(=O)c4ccc(C)cc4)CC3)c(C)nc2c1	1%	-13%
CCOc1cc(C(=O)Nc2cccc3cccnc23)cc(OCC)c1OCC	-22%	-5%
O=C(CN1CCN(c2ccc(C(F)(F)F)cn2)CC1)Nc1nc(-c2ccc(F)c(F)c2)cs1	-9%	-7%
CC(C)Oc1cccc(C(=O)Nc2cc(Cl)cc(Cl)c2)c1	-5%	-9%
CC(C)NC(=O)C1=CC(c2ccc3c(c2)OCO3)=NS(=O)(=O)N1C	20%	5%
CC(C)c1ccc(NC(=O)c2ccc(=O)n(Cc3ccccc3)c2)cc1	?	-15%
COc1cc(/C=C2/NC(=O)NC2=O)ccc1OCc1cccc(F)c1	0%	8%
CCC(CC)c1nn2c(=O)cc(COc3ccc(NC(=O)c4cccc(Cl)c4)cc3)nc2s1	14%	-9%
Cn1c(SCC(=O)Nc2ccccc2)nnc1-c1ccccc1	-6%	-6%
COc1cc(CNC(=O)c2ccc3c(c2)c(C)c(C)n3Cc2cccc(C)c2)cc(OC)c1OC	-20%	-15%
CSc1nc2ccc(NC(=O)Cc3cccc(C(F)(F)F)c3)cc2s1	-1%	1%
CCCCOc1cccc(C2c3c(oc4ccccc4c3=O)C(=O)N2c2ccccn2)c1 (stereo not drawn)	9%	-3%
CCC(=O)N1CCc2cc(CNS(=O)(=O)c3ccc(Cl)s3)ccc21	27%	-2%[57.5 µM]
N#Cc1ccc(/C=C/c2ccc3c([N+](=O)[O-])cccc3n2)cc1	-9%	-4%
CCOC(=O)c1c(C)n(CC(=O)O)c2ccc(OC)cc12	3%	2%
COC(=O)c1ccc(OC)c(CN2C(=O)N(c3ccc(C(C)=O)cc3)S(=O)(=O)c3ccccc32)c1	-9%	-8%
CCOc1ccc(CNC(=O)c2ccc3c(c2)nc2n3CCOC2)cc1OC	5%	19%
Cc1nn(-c2ccc3nnc(C)n3n2)c(C)c1CCC(=O)Nc1ccc(OC(F)(F)F)cc1	-7%	0%
O=C(c1ccccc1)N1CCN(CC2CC=CCC2)CC1 (stereo not drawn)	5%	1%
N#Cc1ccc(COC(=O)c2cc3ccccc3[nH]2)cc1	-2%	2%
C=CCNc1nc2c(c(=O)[nH]c(=O)n2C)n1CCOc1ccccc1	-5%	-2%
CCOC(=O)c1[nH]c(C)c(/C(Br)=C/Br)c1C	18%	8%
Cc1cccc2c(=O)c(-c3ccccc3)c(NC(=O)C(C)C)oc12	-4%	5%
CCOC(=O)c1noc2ncn(Cc3nc(-c4cccc(OC)c4OC)oc3C)c(=O)c12	6%	9%
CCN(CC(=O)NC(=O)NC)Cc1ccc(C#N)cc1F	28%	-7%
CN(CCNC(=O)NC1CCC(C(F)(F)F)CC1)Cc1ccccc1 (stereo not drawn)	-1%	-4%
CCc1ccccc1NC(=O)CN1C(=O)C2CCCN2c2ccc(S(=O)(=O)N(CC)CC)cc21 (stereo not drawn)	2%	28%
Cc1ccccc1-c1nc(SCC(=O)N(C)c2ccccc2)c2c(=O)n(C)c(=O)n(C)c2n1	1%	7%
CC(Sc1nnc(-c2ccco2)n1-c1ccccc1)C(=O)NCc1ccc2c(c1)OCO2 (stereo not drawn)	-4%	11%
COc1cc(S(=O)(=O)N2CCCC2)c(OC)cc1Cl	2%	5%
Cc1ccc2c(c1)c1c(c(=O)n(-c3ccccc3C)c(=O)n1Cc1cccc(F)c1)n2C	15%	-6%
COc1ccc(CCNC(=O)C(=O)Nc2ccc(C)c(C)c2)cc1OC	8%	-4%
O=C(CCc1ncc(-c2c(F)cccc2F)o1)NCC(=O)Nc1ccccc1Br	-6%	1%
Cc1ccc(-n2ncc3c(NCCC4=CCCCC4)ncnc32)cc1C	17%	-6%
Cc1ccc(/C=N/Nc2ccc(S(=O)(=O)Nc3ccccc3C(=O)O)cc2[N+](=O)[O-])o1	?	-5%
Cc1cccc(CNC(=O)CSc2nc3nc[nH]c3c(=O)[nH]2)c1	3%	3%
CCN(C(=O)CSc1cc(C)c2ccccc2n1)C1CCS(=O)(=O)C1 (stereo not drawn)	-2%	4%
CCn1nc(C(=O)OCCOc2ccc(OC)cc2)c2ccccc2c1=O	-19%	17%
CCOc1ccc(C(=O)N(Cc2sccc2C)C2CCS(=O)(=O)C2)cc1 (stereo not drawn)	-7%	-15%
CCCCOc1ccc(C(=O)Nc2cc(-c3ccc(C)cc3)no2)cc1	-3%	-7%

High-throughput results (PubChem BioAssay)
